From PubChem
HT1080 IDH1KD tx – qHTS for induction of synthetic lethality in tumor cells producing 2HG: qHTS for the HT-1080-IDH1KD cell line; HT-1080 IDH1 knockdown viability, ATP luminescence, 48 h; Potency, µM (top dose mostly 46.1 µM), inactives show at the highest dose activity, negative = toxicity, usual class: cytotoxic; actives 2% (n = 360,000); AID 686971, 2013;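 further: potency means the concentration at half of the fitted maximal effect; 0% = DMSO wells and -100% = cell-free medium wells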
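Assay cells: HT-1080 with IDH1 knockdown, 750 per well, RPMI/5% FBS. Exposure: 48 h at 37 °C following 2 h pre-incubation. Read: CellTiter-Glo luminescence; fitted concentration-response, curve class assigned.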
MCF10A rerep – A quantitative high throughput screen for small molecules that induce DNA re-replication in MCF 10a normal breast cells. MCF 10A DNA re-replication, Hoechst nuclear intensity, 48 h. actives 2.9% (n = 350,000). Potency, µM (series often up to 46.1 µM), without a hit: at the top dose activity, positive = re-replication, most hits filed as activators; further: potency means the concentration at half of the fitted maximal effect; % of control where 0% means no effect; nearly all actives have a fitted effect of over 50% in size
KB-3-1 cytotox – qHTS assay for MDR1-selective chemotherapeutics: Primary screen using the parental adenocarcinoma cell KB-3-1; actives 1.4% (n = 400,000); KB-3-1 viability, CellTiter-Glo ATP luminescence, 72 h; AID 1347075, 2019; Potency, µM (top dose mostly 46.1 µM), inactives show at the highest dose activity change, negative = cytotoxic, usual class: cytotoxic; further: potency means the concentration at half of the fitted maximal effect; on the % scale 0 is the no-effect control and ±100 the full control effect; nearly all actives have a fitted effect of over 60% in size
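72 h, 37 °C compound treatment of KB-3-1 parental cells; CellTiter-Glo added, 10 min, luminescence read. Data corrected against DMSO-only plates and normalized before curve fitting.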
SW480 rerep – A quantitative high throughput screen for small molecules that induce DNA re-replication in SW480 colon adenocarcinoma cells | SW480 DNA re-replication, Hoechst DNA content imaging, 48 h | Potency, µM (highest dose often 46.1 µM), for inactives: at the top dose re-replication activation, hits mostly activators | actives 1.8% (n = 340,000) | AID 624297, 2012; further: potency means the concentration at half of the fitted maximal effect; % of control where 0% means no effect; nearly all actives have a fitted effect of over 55% in size
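Hoechst fluorescence of nuclei (405 nm excitation, 500-530 nm emission) measured by plate-scanning imager after 48 hr compound exposure at 37 C; re-replication scored as increased number of nuclei with elevated intensity.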
ATXN2 expr inh – Primary qHTS for Inhibitors of ATXN expression | actives 0.72% (n = 360,000) | Potency, µM (series often up to 57 µM), without a hit: at the highest dose activity change, negative = inhibition, most hits filed as inhibitors | HEK-293 ATXN2-luciferase reporter, luminescence, 24 h; further: potency means the concentration at half of the fitted maximal effect; on the % scale 0 is the no-effect control and ±100 the full control effect; nearly all actives have a fitted effect of over 55% in size
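qHTS (up to 57 uM final) was run with 24 h compound exposure of reporter cells at 37 °C. Each well was multiplexed: SteadyGlo luminescence measured ATXN2-luciferase expression after a fluorogenic Gly-Phe-AFC viability readout (25 uM final).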
HT1080NT lethal – qHTS for induction of synthetic lethality in tumor cells producing 2HG: qHTS for the HT-1080-NT fibrosarcoma cell line. AID 686970, 2013. actives 1.6% (n = 360,000). HT-1080-NT fibrosarcoma viability, CellTiter-Glo ATP luminescence, 48 h. Potency, µM (series often up to 46.1 µM), for the others: top-dose activity, negative = less viability, actives largely listed as cytotoxic;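 further: NT is the 2HG producing partner of a matched IDH1 knockdown line; potency means the concentration at half of the fitted maximal effect; 0% = DMSO-treated cells and -100% = media-only wells without cells; nearly all actives have a fitted effect of over 55% in size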
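Fibrosarcoma NT cells, 750 per well in 5% FBS RPMI, were exposed to compound for 48 hours. Viability: CellTiter-Glo luminescence.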
KB-V1 MDR tox – qHTS assay for MDR1-selective chemotherapeutics: Primary screen using the drug-selected MDR subline cells KB-V1 | KB-V1 MDR cells viability, CellTiter-Glo, 72 h | Potency, µM (doses to about 46.1 µM), inactives show top-dose activity change, negative = cytotoxicity, most hits filed as cytotoxic | actives 3.4% (n = 400,000) | AID 1347076, 2019; further: potency means the concentration at half of the fitted maximal effect; on the % scale 0 is the no-effect control and ±100 the full control effect; nearly all actives have a fitted effect of over 60% in size
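In this primary screen, KB-V1 cells overexpressing P-gp are incubated with library compounds (lowest to highest concentration) for 72 h at 37 degrees C before a luminescent ATP viability read.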
WRN inhibitor – qHTS for Inhibitors of WRN Helicase | Bifunctional 3'-5' exonuclease/ATP-dependent helicase WRN (Homo sapiens), Q14191 | WRN helicase unwinding, fluorescent forked duplex, kinetic | Potency, µM (top dose mostly 114 µM), for the others: at the highest dose activity change, negative = inhibition, actives largely listed as inhibitors | actives 0.46% (n = 360,000) | AID 651768, 2012; further: potency means the concentration at half of the fitted maximal effect; on the % scale 0 is the no-effect control and ±100 the full control effect; nearly all actives have a fitted effect of over 55% in size
Target sequence (Q14191 whole entry, looked up): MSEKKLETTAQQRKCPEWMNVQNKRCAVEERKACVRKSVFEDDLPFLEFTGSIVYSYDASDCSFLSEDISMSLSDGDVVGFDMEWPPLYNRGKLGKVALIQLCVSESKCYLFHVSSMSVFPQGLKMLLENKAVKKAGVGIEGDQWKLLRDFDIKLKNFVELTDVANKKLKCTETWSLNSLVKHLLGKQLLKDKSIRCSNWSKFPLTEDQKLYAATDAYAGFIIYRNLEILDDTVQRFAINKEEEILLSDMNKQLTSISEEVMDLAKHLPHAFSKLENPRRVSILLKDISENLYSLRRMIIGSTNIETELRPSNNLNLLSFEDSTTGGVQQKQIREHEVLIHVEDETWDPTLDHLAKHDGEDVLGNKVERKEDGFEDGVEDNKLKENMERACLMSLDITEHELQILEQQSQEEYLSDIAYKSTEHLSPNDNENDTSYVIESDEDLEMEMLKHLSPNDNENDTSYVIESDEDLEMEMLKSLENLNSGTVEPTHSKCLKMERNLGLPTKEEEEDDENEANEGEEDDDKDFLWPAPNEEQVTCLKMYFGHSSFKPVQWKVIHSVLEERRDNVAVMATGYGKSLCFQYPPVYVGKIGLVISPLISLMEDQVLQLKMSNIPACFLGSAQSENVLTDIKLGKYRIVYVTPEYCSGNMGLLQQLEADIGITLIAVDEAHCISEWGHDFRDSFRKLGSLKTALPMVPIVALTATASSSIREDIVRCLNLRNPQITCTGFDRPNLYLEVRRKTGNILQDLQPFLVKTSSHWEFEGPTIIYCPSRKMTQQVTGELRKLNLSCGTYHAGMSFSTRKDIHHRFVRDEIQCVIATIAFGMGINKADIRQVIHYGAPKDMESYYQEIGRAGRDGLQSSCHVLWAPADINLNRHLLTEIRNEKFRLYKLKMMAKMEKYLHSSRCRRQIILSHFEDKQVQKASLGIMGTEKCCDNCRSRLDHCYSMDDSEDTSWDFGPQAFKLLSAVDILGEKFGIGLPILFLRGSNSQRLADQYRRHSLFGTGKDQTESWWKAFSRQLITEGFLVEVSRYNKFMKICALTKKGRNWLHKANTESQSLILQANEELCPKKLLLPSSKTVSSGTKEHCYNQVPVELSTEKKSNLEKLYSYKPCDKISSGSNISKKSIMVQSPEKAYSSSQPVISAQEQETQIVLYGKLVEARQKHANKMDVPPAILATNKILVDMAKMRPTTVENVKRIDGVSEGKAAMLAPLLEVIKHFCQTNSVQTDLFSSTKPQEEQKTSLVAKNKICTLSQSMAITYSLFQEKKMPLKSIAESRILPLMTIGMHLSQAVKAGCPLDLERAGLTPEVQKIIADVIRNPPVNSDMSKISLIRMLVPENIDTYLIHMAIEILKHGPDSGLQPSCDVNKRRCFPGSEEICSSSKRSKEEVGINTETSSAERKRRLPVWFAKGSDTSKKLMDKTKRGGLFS
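Kinetic fluorescence helicase assay: unwinding of a quenched forked DNA duplex (100 nM final) with 2 mM ATP final raises red fluorescence (525/598 nm). Compounds sat 15 min at room temperature with 20 nM WRN beforehand.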
IL-1B inflam inh – qHTS for Inhibitors of Inflammasome Signaling: IL-1-beta AlphaLISA Primary Screen; THP-1 LPS/ATP IL-1B secretion, AlphaLISA, 16 h; active compounds read low; activity change, % at 57.5 µM; AID 743279, 2014; actives 4.7% (n = 360,000); in the data active means activity change below about -50%; inconclusive means mostly about -30% to -49%; further: on the % scale 0 is the no-effect control and ±100 the full control effect
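Secreted IL-1B measured by AlphaLISA bead assay after 16 h compound exposure of THP-1 cells; compounds (final up to 57.5 uM) added 1 h before LPS (250 ng/mL) and ATP (1.25 mM) stimulation; lower signal means less secretion.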
* hit, by the source's call; ? = inconclusive; nt = not tested or not shown; [ ] = another dose, or the depositor's remark. Unless noted, the call rests on the fitted dose curve; in most records, active means well fitted curve in the direction sought with a large enough effect; inconclusive means small, poorly fitted or top-dose-only effect, or another doubt; inactive means no such curve, though single readings can be large; an effect the other way counts as inactive or inconclusive.

Preview:
SMILES	HT1080 IDH1KD tx	MCF10A rerep	KB-3-1 cytotox	SW480 rerep	ATXN2 expr inh	HT1080NT lethal	KB-V1 MDR tox	WRN inhibitor	IL-1B inflam inh
COC(=O)CCc1c(C)c(C(=O)c2cccc(OC)c2OC)c2ccccn12	6%	4%	14%	-2%	-5%	-3%	5%	3%[57.1 µM]	0
CCCCNC(=S)NNC(=O)c1csc(C)c1	-15%	834%[0.0737 µM]	-9%	?	13%	-9%	-5%	-9%	-14
COC(=O)c1ccccc1NC(=S)NC(C)=O	-1%	?	-3%	-63%[inhibitor]	?	1%	?	10%	6
O=S(=O)(NCCc1cn2ccccc2n1)c1ccc2c(c1)OCCO2	5%	22%	12%	-4%	4%	4%	2%	6%	8
Cc1nn(C)cc1CNCc1ccc(OCC(O)CN(C)Cc2ccccc2)cc1 (configuration not stated)	?	-2%	0%	?	nt	-26%	-13%	6%	-16

Main list, from the start:
SMILES	HT1080 IDH1KD tx	MCF10A rerep	KB-3-1 cytotox	SW480 rerep	ATXN2 expr inh	HT1080NT lethal	KB-V1 MDR tox	WRN inhibitor	IL-1B inflam inh
COC(=O)CCc1c(C)c(C(=O)c2cccc(OC)c2OC)c2ccccn12	6%	4%	14%	-2%	-5%	-3%	5%	3%[57.1 µM]	0
CCCCNC(=S)NNC(=O)c1csc(C)c1	-15%	834%[0.0737 µM]	-9%	?	13%	-9%	-5%	-9%	-14
COC(=O)c1ccccc1NC(=S)NC(C)=O	-1%	?	-3%	-63%[inhibitor]	?	1%	?	10%	6
O=S(=O)(NCCc1cn2ccccc2n1)c1ccc2c(c1)OCCO2	5%	22%	12%	-4%	4%	4%	2%	6%	8
Cc1nn(C)cc1CNCc1ccc(OCC(O)CN(C)Cc2ccccc2)cc1 (configuration not stated)	?	-2%	0%	?	nt	-26%	-13%	6%	-16
Cc1ccc(S(=O)(=O)NC(C)C(=O)Nc2ccccc2C(=O)N2CCCC2)cc1 (configuration not stated)	-5%	-8%	-2%	-1%	-6%	-4%	?	4%	4
Cc1ccc(CNC(=O)/C=C/c2ccccc2Cl)cc1	-10%	-6%	-4%	-7%	4%	-9%	17%	4%	17
O=C1Cc2cc(NS(=O)(=O)c3cc(F)ccc3F)cc3c2N1CCC3	-15%	-4%	-5%	-558%[inhibitor]	4%	-20%	-3%	-2%	5
COCc1nnc(NC(=O)c2ccc(S(=O)(=O)N3CCOCC3)cc2)o1	0%	6%	-4%	-1%	-10%	-2%	-1%	9%	0
O=C1NC2=C(C(=O)CCC2)C(c2ccc3ncccc3c2)N1 (configuration not stated)	0%	1%	-4%	-2%	6%	14%	4%	2%	12
Cc1ccccc1-c1ccc(CN2C(C(C)C)C(=O)N(Cc3cn(CCC4OCCO4)nn3)CCS2(=O)=O)cc1 (configuration not stated)	?	nt	0%	nt	?	?	?	-3%	-57*
CCC(NS(=O)(=O)c1ccc(OC)cc1)C(=O)NCCC1=CCCCC1 (configuration not stated)	-4%	?	1%	12%	6%	-2%	?	-6%	10
CCC1=C(OC(=O)N(CC)CC)N2C(=O)OC(=NCC(=O)OC)[C@]2(C)[C@H]2C1=CC[C@H]1C(=O)NC(=O)[C@H]12	20%	-3%	-1%	-7%	4%	14%	11%	2%	21
Cc1ccc(OC(C)C(=O)N2CCCc3ccccc32)cc1 (configuration not stated)	-18%	1%	1%	-4%	8%	0%[9.24 µM]	-18%	-6%	-8
Cc1ccc(C)c(N2CCN(C(=O)c3ccc(CS(=O)(=O)c4ccccc4C)o3)CC2)c1	10µM*	?	?	?	-35%	?	?	-18%	1
Cc1ccc(NC(=O)NCc2ccncc2)cc1Cl	-3%	0%	-14%	-5%	9%	24%	0%	-4%	-19
COc1cc(NC(=O)c2ccc(OCc3c(C)noc3C)c(OC)c2)cc(OC)c1	0%	12%	4%	-4%	-6%	2%	-17%	0%	-23
Cc1ccc(OCc2ccc(C(=O)NCc3cccnc3)cc2)cc1C	18µM*	11%	?	11%	nt	?	?	-2%	-54*
O=C(Cc1ccc(F)cc1)N[C@@H]1c2ccccc2CC[C@@H]1OCc1ccccc1	5%	0%	2%	34%	-8%	9%	8%	-3%	35
O=C(NCc1ccco1)c1cc(S(=O)(=O)N2CCCc3ccccc32)ccc1Cl	0%	?	5%	6%	-27%	-3%	0%	-16%	0
CC1=NNC(=O)C1CCC(=O)N/N=C/c1ccco1 (configuration not stated)	17%	2%	19%	-12%	4%	12%	25%	3%	-19
Cc1oncc1-c1csc(-c2ccccc2)n1	18%	-2%	5%	-2%	nt	21%	?	-6%	-9
C#CCOCCOCCOCCNc1nc(N2CCN(C(=O)Cn3cc(CC(C)O)nn3)CC2)nc(N2CCN(C(=O)[C@H](CCCCN)n3cc(CC(C)O)nn3)CC2)n1 (some centres not stated)	12%	24%	23%	?	12%	20%	?	1%	3
NC(=O)NC(=O)COC(=O)c1ccc(Cl)c(S(=O)(=O)N(Cc2ccccc2)c2ccc(Cl)cc2)c1	?	21µM*	0%	20%	-5%	?	4%	-16%	10
CCOC(=O)C1=C(C)NC2=C(C(=O)c3ccccc32)C1c1ccc([N+](=O)[O-])o1 (configuration not stated)	-5%	20%	-13%	-9%[9.22 µM]	40%[activator]	-27%	?	?	-66*
O=C1NC[C@@H](CCCCN2CCN(CCc3ccccc3)C(=O)C2=O)N(Cc2ccccc2)C1=O	13%	nt	3%	nt	2%	?	24%	-4%	20
CNc1ccccc1C(=O)OCC(=O)N(CCOC)c1c(N)n(CC(C)C)c(=O)[nH]c1=O	3%	0%	6%	-3%	5%	-3%	24%	-3%	15
N#C/C(=C\c1ccco1)C(=O)Nc1ccc(S(N)(=O)=O)cc1	?	-7%	-1%	-3%	nt	-15%	-23%	-16%	-26
COc1ccc(S(=O)(=O)N2CCN(CC(=O)NC3CC3)CC2)cc1	11%	-2%	-6%	0%	0%	9%	6%	-9%	-2
O=C(Nc1nc2ccccc2c(=O)[nH]1)c1ccccc1SCc1ccccc1	?	?	?	23%	-3%	-4%	?	-1%	29
CCC(C(=O)NCCCN1CCN(CCCNC(=O)C(CC)c2ccccc2)CC1)c1ccccc1 (configuration not stated)	0%	?	-1%	-5%	7%	11%	24%	-3%	-4
O=C1NC(c2ccccc2)=NC1(Nc1ccccn1)C(F)(F)F (configuration not stated)	1%	4%	2%	-8%	-18%	14%	24%	-5%	23
CCCCN(C)C(=O)C1CCCN(S(=O)(=O)c2ccc3c(c2)CC(C)N3C(=O)C2CC2)C1 (configuration not stated)	-5%	-4%	-20%	?	0%	-4%	-12%	-6%	-3
Cc1nn(C(C)C(=O)c2cccc(Cl)c2)c(C)c1[N+](=O)[O-] (configuration not stated)	-11%	-2%	12%	-11%	-20%[11.3 µM]	-4%	-18%	2%[57.1 µM]	27
O=c1c2c([N+](=O)[O-])cc([N+](=O)[O-])cc2nc2ccccn12	1%	2%	-1%	2%	nt	-4%	-5%	-1%	-12
CCN(CC)c1ccc(-c2nn3c(-c4n[nH]c5c4CCC5)nnc3s2)cc1	2.3µM*	1.5µM*	?	1.8µM*	4%	1.5µM*	?	?	20
CC1(C(=O)NS(=O)(=O)C2CC2)CCCN(C(=O)c2ccc3c(c2)OCO3)C1 (configuration not stated)	?	nt	0%	nt	16%	?	6%	-3%	0
NC(=O)COC(=O)c1c2c(nc3ccccc13)CCC2	-1%	?	-1%	-1%	-11%	1%	0%	-12%	25
COc1ccccc1-c1nc(SC)n[nH]1	0%	-6%	24%	3%	25%	12%	?	3%	0
Cc1ccc(CNC(=O)CN(c2ccc(Cl)cc2)S(C)(=O)=O)cc1	-3%	-3%	-3%	?	20%	0%	-1%	5%	-28
NC(=O)c1cccc2ccccc12	2%	8%	-2%	3%	5%	1%	2%	-4%	-7
Cc1c(C2(O)CCCCC2)[nH]c2ncccc12	-3%	-9%	-3%	1%	14%	0%	-3%	8%	0
CC1CCN(C(=O)c2cc(S(=O)(=O)N3CCOCC3)ccc2N2CCCC2)CC1	-5%	-2%	0%	-1%	nt	-1%	3%	2%	-29
CC(=O)N1[C@H](C)C=C[C@]1(Cc1ccccc1)C(=O)NCCc1c[nH]c2ccccc12	8%	-16%	0%	15%	4%	8%	-15%	2%	-7
COCCC1CCCCN1C(=O)c1cc(COc2cccc(C(C)=O)c2)on1 (configuration not stated)	-12%	0%	-17%	2%	33%[activator]	-3%	-11%	3%	-12
CCOc1ccc(NC(=O)[C@@H](NC(=O)c2ccco2)C(C)C)cc1	9%	-2%	-10%	-17%	nt	9%	-3%	0%	8
CCOC(=O)c1ccc(NC(=O)C(C)Sc2nc(O)c(-c3ccccc3)c(=O)[nH]2)cc1 (configuration not stated)	-1%	-18%	-1%	5%	-7%	-25%	7%	-10%	27
O=C(Nc1sc2c(c1-c1nc3ccccc3[nH]1)CCCC2)C1CC1	-15%	?	7%	4%	-7%	-8%	10%	-2%	17
CCN(C(=O)CSc1nc2cc(C(=O)O)ccc2c(=O)n1-c1ccccc1F)C1CCS(=O)(=O)C1 (configuration not stated)	11%	-1%	13%	0%	-14%	11%	0%	2%	6
